High-throughput results as filed in PubChem.
Nrf2 inh – Nrf2 qHTS screen for inhibitors; A549 ARE-Fluc reporter, luciferase luminescence, 18-24 h; 2.1% of 360,000 active; Potency, µM (top dose mostly 46 µM), for the others: at the highest dose activity change, negative = inhibition, actives largely listed as inhibitors; AID 504444, 2011; also: potency is read from the fitted curve at half-maximal effect; % is scaled to controls: 0 for no effect and ±100 for the full control effect; nearly all actives have a fitted effect of over 60% in size
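Quantitative HTS in A549 cells stably bearing an antioxidant response element-firefly luciferase construct. Inhibition of Nrf2-driven transcription was scored by luminescence after 18-24 h of compound exposure at 37 °C.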
TGFb inhibitor – qHTS for Inhibitors of TGF-b. HepG2 CAGA-GFP TGF-b/SMAD3 reporter, GFP fluorescence, 18 h; TGF-beta stimulated, 500 pg/mL final. Potency, µM (doses to about 46.1 µM), for inactives: top-dose activity, negative = inhibition, hits mostly inhibitors. 1.2% of 410,000 active. AID 588855, 2011; also: potency is read from the fitted curve at half-maximal effect; % is scaled to controls: 0 for no effect and ±100 for the full control effect; nearly all actives have a fitted effect of over 65% in size
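Cell-based qHTS in HEPG2 carrying a CAGA-GFP Smad reporter; compounds added before 500 pg/mL final TGF-beta, 18 h incubation at 37 degrees C, GFP fluorescence quantified per cell by imaging cytometry.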
A549 tox – Nrf2 qHTS screen for inhibitors: counterscreen for cytotoxicity; AID 504648, 2011; A549 ARE-Fluc cells, CellTiter-Fluor viability, 18-24 h; Potency, µM (highest dose often 46 µM), for inactives: at the top dose activity change, negative = cytotoxicity, most hits filed as inhibitors; 0.16% of 390,000 active; also: potency is read from the fitted curve at half-maximal effect; % is scaled to controls: 0 for no effect and ±100 for the full control effect
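A549 ARE_Fluc cells in 5% FBS OPTI-MEM were exposed to compounds in concentration-response for 18-24 h at 37 deg C. Viability was read by CellTiter-Fluor fluorescence (Ex 405/Em 525) after 30 min, before the luciferase read.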
Abeta yeast res – qHTS for compounds that reverse cellular toxicity of Amyloid beta (A-beta) peptide in yeast: Primary Screen; AID 1347071, 2019; yeast expressing A-beta42, growth rescue, OD600, 48 h; response scale: 0% DMSO, 100% iron-clioquinol control; 0.063% of 410,000 active; Potency, µM (top dose mostly 46.1 µM), for the others: at the highest dose growth rescue, usual class: activators; also: potency is read from the fitted curve at half-maximal effect; nearly all actives have a fitted effect of over 55% in size
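Yeast growth medium received pinned compounds, then yeast cells expressing toxic A-beta were added; plates incubated at 30 C for 48 hr. Growth read as absorbance at 600 nm, normalized to DMSO and equimolar FeCl3 plus clioquinol controls.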
Akt phos inh – HTS Assay for Inhibitors of Akt Phophorylation: Primary Screen; activity change, % for hits at 50 µM; 0.32% of 360,000 active; Neuro2A IGF-stimulated pAkt S473 HTRF, 20 min; stronger effect = lower value; in the data active = activity change below about -80%; inconclusive = mostly about -51% to -80%; also: % is scaled to controls: 0 for no effect and ±100 for the full control effect
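Neuro2A cells in DMEM with 0.5% FBS, overnight at 37 deg C, given compound at single 50 µM final, then IGF (6 nM final) for 20 min at 37 deg C. Lysed; phospho-Akt Ser473 by HTRF after 24 h, 665/615 ratio.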
HepG2 tox – qHTS for Inhibitors of TGF-b: Cytotox Counterscreen; HepG2 CAGA-GFP viability, ATP luminescence, 18 h; Potency, µM (highest dose often 46.1 µM), for the others: top-dose activity change, negative = cytotoxicity, usual class: cytotoxic; 0.76% of 410,000 active; also: potency is read from the fitted curve at half-maximal effect; some results filed as inactive show a strong effect at the top dose
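HepG2 CAGA-GFP cells (1000/well, DMEM with 1% FBS) received compound, then TGF-beta at 500 pg/mL final, and were incubated 18 hours at 37 degrees C. Viability was read by CellTiter-Glo luminescence. Media-only wells were set as complete cell-killing and DMSO as no toxicity.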
Nrf2 ARE act – qHTS of Nrf2 Activators. AREc32 ARE-luciferase reporter (MCF7-derived line), luminescence, 24 h. Potency, µM (titrated, usually from 46.1 µM), for inactives: at the highest dose activation, usual class: activators. 0.31% of 410,000 active. AID 624171, 2012; also: potency is read from the fitted curve at half-maximal effect; % of control where 0% means no effect; nearly all actives have a fitted effect of over 65% in size
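Quantitative high-throughput format: AREc32 reporter cells, 1000 per well, received compound by pin transfer and were incubated 24 hr at 37 deg C, 5% CO2, before Steady-Glo luminescence detection.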
Mm-Cpn inhibitor – Inhibitors of TCP-1 ring complex (TRiC) of Methanococcus maripaludis (MmCpn): qHTS. 0.031% of 330,000 active. purified Mm-Cpn ATPase, ADP Transcreener TR-FRET. Potency, µM (titrated, usually from 76.9 µM), inactives show at the highest dose activity, negative = inhibition, usual class: inhibitors. AID 504842, 2011; also: potency is read from the fitted curve at half-maximal effect; % is scaled to controls: 0 for no effect and ±100 for the full control effect; nearly all actives have a fitted effect of over 80% in size
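ATPase read-out: TR-FRET ADP immunoassay (anti-ADP Eu cryptate vs ADP-d2), ex 320 nm, em 590/665 nm; signal drops as ADP forms. Enzyme 25 nM, ATP 10 uM, 30 min at 37°C after 10 min compound preincubation.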
CCT modulator – High-Throughput Screening for Modulators of Cytosolic Chaperonin Activity. purified chaperonin ATPase assay, HTRF ADP detection, 30 min. activity change, % (concentration not given with the values), hits read low. 0.3% of 360,000 active. AID 651819, 2012; in the data active = activity change below about -30%; also: % is scaled to controls: 0 for no effect and ±100 for the full control effect
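TRiC at 40 or 20 nM final (batch-dependent) in 30 mM Tris pH 7.4, 100 mM KCl, 5 mM MgCl2, 1 mM DTT, with compound at single 76 uM and 10 uM ATP, 30 min at 37 deg C. ADP detected by HTRF Transcreener, 665/615 ratio.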
* hit, by the source's call; i = inactive; ? = inconclusive; . = no result given; [ ] = another dose, or the depositor's remark. Unless noted, calls follow the shape of the dose curve; as a rule, active = well fitted curve in the direction sought with a large enough effect; inconclusive = small, poorly fitted or top-dose-only effect, or another doubt; inactive = no such curve, though single readings can be large; an effect the other way counts as inactive or inconclusive.

SMILES | Nrf2 inh | TGFb inhibitor | A549 tox | Abeta yeast res | Akt phos inh | HepG2 tox | Nrf2 ARE act | Mm-Cpn inhibitor | CCT modulator
N/C(=N\c1nc2c(c(=O)[nH]1)CCC2)Nc1ccccc1 | -22.6% | 16.5% | -4.7% | -10.6% | i | -0.7% | 0.4% | -1.0% | 0.9
NS(=O)(=O)c1cccnc1Nc1ccc(Cl)c(Cl)c1 | -0.3% | -7.3% | -5.4% | 2.4% | i | -8.3% | 5.9% | 0.3% | 0.1
COc1ccc(C(=O)NCC(=O)OCC(=O)c2ccccc2Br)cc1OC | . | -6.5% | . | -2.6% | i | 0.3% | -0.9% | . | -7.3
Cc1cc(=O)oc2cc(OCC(=O)N3CCCC(C)C3)ccc12 (stereo not drawn) | 9.0% | 4.9% | -4.1% | -3.8% | . | 8.0% | -0.8% | -2.1% | -2.3
CC(=O)c1cccc(NC(=O)N2CCC(C(=O)c3ccc(F)cc3)CC2)c1 | ? | 2.5% | 0.5% | -15.3% | i | -11.7% | 3.3% | -0.1% | -0.6
O=S(=O)(c1ccccc1)c1nnn2c1nc(NC1CCCCCC1)c1sccc12 | 3.2% | 18.1% | -1.9% | -3.7% | . | 2.7% | -1.0% | . | .
COc1ccc(C(=O)CCS(=O)(=O)c2ccc(C)cc2)cc1OC | -3.1% | ? | -4.6% | -6.8% | i | 15.8µM* | -2.7% | -1.2% | 0.2
C[N+]1(CC(=O)OCCCc2ccccc2)CCOCC1 | 0.8% | 5.7% | 0.1% | 16.5% | i | 2.2% | 0.3% | -5.8% | -2.5
CN(C)c1ccc(C=NNc2nc3c([nH]2)c(=O)n(C)c(=O)n3C)cc1 | -17.2% | -6.8% | 0.1% | 18.1% | i | -16.2% | 2.8% | . | -2.6
COc1ccc(-c2nnnn2-c2ccccc2OC)cc1 | . | -8.1% | -27.0% | -4.7% | . | 10.2% | -1.0% | 0.7% | -4.2
CN(C)S(=O)(=O)c1ccc(C(=O)NCCSc2c(-c3ccc(Cl)cc3)[nH]c3ccccc23)cc1 | -21.8%[9.27 µM] | -13.3% | -10.4% | -11.1% | . | -17.0% | 0.2% | . | .
O=C(O)c1cccc(NC(=O)c2cccc(S(=O)(=O)N3CCc4ccccc43)c2)c1 | 9.8% | -14.1% | 10.2% | 20.4% | i | 0.0% | 3.5% | 0.2% | 1.6
Cc1ccc(N=Cc2c(O)n(-c3nccs3)c(=O)c3ccccc23)cc1 | -19.0% | 11.1% | ? | -12.2% | i | 9.7% | -0.9% | 1.6% | -1.2
CCN1CCN(C(=O)CCc2nnc3ccc(N4CCC5(CC4)OCCO5)nn23)CC1 | -10.5% | -3.2% | -0.7% | -11.6% | . | 2.3% | -0.7% | 2.5% | -2.8
CCc1ccc(NC(=O)c2ccc(Cn3cc([N+](=O)[O-])cn3)cc2)cc1 | 18.1% | ? | -6.4% | 6.0% | i | 1.5% | 2.6% | -2.3% | -1.7
O=C(COc1ccc(-c2nnco2)cc1)NC1CCS(=O)(=O)C1 (stereo not drawn) | 9.8% | -3.3% | 0.1% | -8.4% | i | -7.3% | -0.7% | 3.5% | 1.1
Cc1cccc(N2CCN(S(=O)(=O)c3ccc(F)c(C(=O)Nc4ccc(C(C)C)cc4)c3)CC2)c1C | . | -0.6% | -2.3% | 14.8% | . | 0.8% | -0.4% | . | .
Cc1cccc2cc(C#N)c(NCCNS(=O)(=O)c3ccc4c(c3)OCCO4)nc12 | ? | -9.9% | -23.0% | 22.2% | i | -11.7% | 3.6% | 0.0% | -2.1
C/C(=N\NC(=O)c1nnn(-c2nonc2N)c1CN1CCc2ccccc21)c1ccccc1O | 11.6µM* | ? | -13.5% | -20.4% | i | -83.9% | -1.2% | 0.5% | 0.1
Cc1cnc(C(=O)OCC(=O)Nc2ccc(Cl)cc2)cn1 | 20.5% | 3.1% | 5.2% | -15.7% | i | -15.8% | 1.0% | -7.0% | -0.3
c1cc2ccc3ccc(CN4CCOCC4)c4ccc(c1)c2c34 | 2.8% | -7.8% | -5.6% | -24.2% | i | -4.0% | 3.1% | -4.2% | -0.6
O=c1oc2ccccc2c(NCCc2ccccc2)c1[N+](=O)[O-] | ? | -11.4% | -6.8% | 10.5% | i | -22.3% | 2.6% | 1.2% | 0.3
CCCCNC(=O)Nc1cnn(CC)c1C(N)=O | ? | 11.9% | 12.3% | 16.7% | i | -1.9% | 0.0% | 2.2% | 1.1
O=C(O)CCCC(=O)N1CCN(c2nc(-c3ccccc3Cl)c3cc(Br)ccc3n2)CC1 | ? | -5.1% | -1.3% | -93.7%[inhibitor] | i | -9.4% | 0.5% | -17.6% | 0.5
Cc1cccc(OCC(=O)N/N=C/c2sc(=O)n(Cc3cccc(C(=O)O)c3)c2Cl)c1 | 6.8% | 16.6% | 0.5% | -11.3% | i | 23.4% | 0.5% | -4.4% | 0.2
O=C(COc1coc(CN2CCN(c3ccccc3F)CC2)cc1=O)NCC1CCCO1 (stereo not drawn) | -11.0% | 15.2% | 7.1% | -1.1% | i | 4.8% | -0.1% | 0.0% | 1.6
O=S(=O)(c1ccccc1)N1CCCC1c1cccs1 (stereo not drawn) | 0.0% | -4.1% | -3.0% | -10.9% | i | -20.0% | -0.1% | -3.3% | -1.3
Cn1c(-c2ccc(C(C)(C)C)cc2)n[nH]c1=S | 8.2% | -0.1% | ? | -17.3% | i | -4.2% | 5.5% | -3.5% | -6.7
COC(=O)N/N=C\c1cc(Br)ccc1OCc1ccccc1 | -27.7% | -13.2% | 2.3% | -5.3% | i | -18.6% | 3.9% | 3.2% | -4.1
Cn1c(=O)oc2cc(S(=O)(=O)Nc3cccc(C(=O)O)c3)ccc21 | ? | 0.8% | 2.8% | -2.3% | i | 4.9% | -0.7% | 0.8% | -0.3
CC1=C(C(=O)OC2CCCCC2)C(c2ccco2)n2ncnc2N1 (stereo not drawn) | -23.9% | -10.8% | 7.6% | 10.9% | i | -44.7% | 0.0% | -2.6% | 1.7
C/C(CC(=O)NCCc1ccccc1)=N\NC(=O)COc1ccc(Br)cc1 | 0.2% | 4.9% | 13.2% | -23.0% | i | 5.3% | 4.9% | 2.2% | -2.6
CCOC(=O)CSc1ccc(-c2nc3cc(C)c(C)cc3[nH]2)cn1 | 17.0% | ? | -15.0% | -5.7% | i | -53.8% | 1.7% | -0.9% | 1.0
Cc1ccc(C)c(N(C(=O)Cn2nnc(-c3cccs3)n2)C(C(=O)NC2CC2)c2ccc(C)o2)c1 (stereo not drawn) | ? | -3.8% | -0.8% | -0.7% | i | -2.9% | -0.1% | 0.0% | 1.7
Cn1ncc(Br)c1C(=O)NC(=S)N1CCN(c2ccccn2)CC1 | -6.7% | 16.1% | -7.7% | 0.4% | i | 13.0% | 0.2% | -0.3% | 0.9
Cc1cc(OCc2nc(-c3ccncc3)no2)cc(C)c1Cl | -1.1% | 5.3% | 4.1% | 6.5% | i | 3.3% | -0.8% | -7.1% | 1.2
C=CCNc1nc(N)c(C(=C(C#N)C#N)c2ccccc2)s1 | ? | 15.9% | -7.7% | 5.9% | i | -30.1% | ? | -7.2% | -1.8
CN(C)c1nc(Oc2ccc(/C=N/O)cc2)nc(N(C)C)n1 | -1.4% | -7.9% | 3.3% | -17.3% | i | -4.5% | -1.2% | 0.2% | -1.0
O=C(CN1C(=O)c2ccccc2C1=O)NCc1ccc(F)cc1 | -6.3% | 12.3% | 2.2% | 10.6% | i | 2.2% | -0.5% | -1.2% | 0.9
C=C[C@@]1(C)CC(=O)[C@]2(O)[C@@]3(C)[C@@H](O)CCC(C)(C)[C@@H]3[C@H](O)[C@H](OC(C)=O)[C@@]2(C)O1 | -26.5% | 6.6% | -4.4% | -23.1% | i | 3.9% | -0.6% | . | -11.1
COc1ccc(C)cc1NC(=O)NCCn1nnc2cc(S(=O)(=O)N(C)C)ccc21 | . | -27.0% | 0.3% | -10.5% | . | 7.5% | -1.1% | . | .
O=S1(=O)CCN(Cc2ccncc2)CC1 | . | 9.1% | . | 0.0% | i | 3.5% | 0.7% | . | 1.9
CC1CCCCN1S(=O)(=O)c1ccc(S(=O)(=O)N2CCN(c3ccccc3)CC2)cc1 (stereo not drawn) | -27.7% | 3.5% | -4.5% | 15.6% | i | 10.9% | -0.6% | -1.1% | -0.7
O=C(Cn1ccc(C(F)(F)F)n1)N/N=C/c1cccs1 | 8.9% | -3.3% | -0.4% | 7.4% | i | 1.5% | -0.3% | 0.2% | -0.8
